Spn DPM-DC inh: S. pneumoniae DPM-DC inhibitors, primary screen, biochemical, PK/LDH-coupled NADH fluorescence; diphosphomevalonate decarboxylase (Streptococcus pneumoniae D39); purified DPM-DC; calls only at 10 µM; 65,000 compounds, 0.49% hits; AID 556, 2006;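 active = the 320 compounds with the highest percent inhibition in the single-dose primary screen, excluding strongly autofluorescent ones, cut at about 32% in these data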;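 also: kinetic rate of NADH fluorescence loss reporting ADP formed by the decarboxylase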
TNAP inhibition: human TNAP enzyme inhibitors, biochemical, luminescent (AID 518). inhibition, % at 20 µM, or IC50 in µM where a hit was titrated. Alkaline phosphatase, tissue-nonspecific isozyme (Homo sapiens). purified TNAP enzyme, luminescent substrate readout; higher % means a stronger effect. 64,000 compounds, 0.09% hits; in the data active = a potency from the dose series; inactive = the rest, 99 in 100 with inhibition below about 22%;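 also: plate controls were vehicle for no effect and reference inhibitor for full effect; many of its hits are not listed in these tables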
LYP phosphatase: LYP phosphatase inhibitors, primary screen, biochemical, DiFMUP fluorescence, recombinant catalytic domain, 10 µM (AID 606); 52,000 tested, under 10 active; inhibition, % at 10 µM, or IC50 in µM where a hit was titrated; recombinant LYP catalytic domain, DiFMUP fluorescence; higher % means a stronger effect; Tyrosine-protein phosphatase non-receptor type 22 (Homo sapiens);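 active = IC50 under 40 µM in the dose-response test; inactive = IC50 of 40 µM or more, or never dose-tested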
Bfl-1 inhibitors: Bfl-1 inhibitors, primary screen, biochemical, fluorescence polarization, FITC-Bid, mouse (AID 432). Bcl-2-related protein A1 (Mus musculus). FITC-Bid BH3 peptide fluorescence polarization displacement; higher % means a stronger effect. displacement, % at 20 µM, or IC50 in µM where a hit was titrated. 64,000 compounds, 0.02% hits; in the data active = a potency from the dose series; inactive = the rest, 99 in 100 with displacement below about 15%; also: strong numbers were not always called active
HT1080 viability: cytotoxicity in HT1080 fibrosarcoma cells, cell-based, fluorescence readout (AID 620); cytotoxicity, % at 10 µM; hits with a dose series show EC50 in µM; 87,000 compounds, 0.42% hits; HT1080 viability, fluorescence; higher % means a stronger effect;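 also: cells exposed to compound overnight then 4 h with Alamar Blue; 0% = vehicle DMSO and 100% = killing control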
HPDE-C7 viability: cytotoxicity in HPDE-C7 cells, cell-based, fluorescence, HTS (AID 430); HPDE-C7 pancreatic duct cells viability, fluorescence; higher % means a stronger effect; one-dose cytotoxicity, % at 10 µM; EC50 in µM for titrated hits; 63,000 compounds, 1.8% hits;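 also: cells exposed to compound for 48 hours before viability readout; 0% = vehicle and 100% = reference cytotoxic drug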
Spn PMK inh: S. pneumoniae PMK inhibitors, primary screen, biochemical, mevalonate pathway, pilot trial included | phosphomevalonate kinase (Streptococcus pneumoniae D39) | purified PMK, PK/LDH-coupled NADH absorbance 340 nm | inhibition, % at 10 µM | 65,000 compounds, 0.49% hits | AID 539, 2006;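 active = top-ranked compounds by inhibition in the single 10 µM screen, taking a fixed number of the strongest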;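 also: 0% = full reaction with DMSO carrier and 100% = background rate without enzyme reaction; no value below 0 was filed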
KRASV12 cytotoxicity: cytotoxicity in KRAS-transformed pancreatic duct cells, primary screen, cell-based, fluorescence, HTS (AID 431) | cytotoxicity, % at 10 µM; hits with a dose series show EC50 in µM | HPDE-C7K KRASV12 cells, Alamar Blue viability, 48 h; higher % means a stronger effect | 63,000 compounds, 1.7% hits;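 active = compounds whose percent cytotoxicity in the single-dose primary screen, scaled between solvent and toxic-drug controls, exceeds 50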;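 also: 0% = DMSO solvent wells and 100% = doxorubicin-treated wells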
MK inhibit: S. pneumoniae MK inhibitors, primary screen, biochemical, PK/LDH-coupled NADH absorbance; purified MK, PK/LDH-coupled NADH absorbance 340 nm; 65,000 compounds, 0.48% hits; mevalonate kinase [Streptococcus pneumoniae D39]; inhibition, % at 10 µM;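 active = ranked among the strongest by inhibition in the single 10 µM screen, a fixed top-ranked set picked for dose follow-up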; also: no value below 0 was filed
Spn PMK inh pilot replicates: further read-out of Spn PMK inh, marked with its call; inhibition, %; measured here: pilot screen replicates
MK inhibit pilot replicates: also measured in MK inhibit; calls as there; inhibition, %; measured here: pilot screen replicates
Spn DPM-DC inh pilot screen %: recorded beside Spn DPM-DC inh, whose call it bears; inhibition, %; measured here: pilot screen trials
* = called active by the depositor; i = inactive; · = not tested or not shown. Rule as the data show it, unless noted: active = cytotoxicity above about 50%; inactive = the rest.

SMILES	Spn DPM-DC inh	TNAP inhibition	LYP phosphatase	Bfl-1 inhibitors	HT1080 viability	HPDE-C7 viability	Spn PMK inh	KRASV12 cytotoxicity	MK inhibit	others
CCOc1ccc(-c2nc(C#N)c(NC3CC3)o2)cc1	·	9%	14%	-5%	1%	·	17	·	13
CC(C)(C)N=C1SCC(C)(/C=N/O)S1 (centres undefined)	i	2%	-1%	-4%	8%	·	11	·	6
CC(C)(C)NC(=O)CN(Cc1cccs1)C(=O)c1csnn1	i	8%	4%	3%	2%	-8%	11	-2%	10	Spn PMK inh pilot replicates=7.0;MK inhibit pilot replicates=0.0;Spn DPM-DC inh pilot screen %=0.0
Cc1ccc(Cn2c(NCCc3ccccc3)nc3c2c(=O)n(C)c(=O)n3C)cc1	i	16%	-6%	3%	1%	2%	17	8%	1	Spn PMK inh pilot replicates=1.5;MK inhibit pilot replicates=0.0;Spn DPM-DC inh pilot screen %=2.5
c1ccc2c(N3CCCCC3)nc(N3CCCC3)nc2c1	i	·	·	·	-10%	·	0	·	10
Cc1ccc(C)c(NS(=O)(=O)c2c(C)ccc3nsnc23)c1	i	14%	6%	-2%	13%	0%	0	5%	14
COc1cc(NS(=O)(=O)c2ccc(C)cc2)c2ncccc2c1	i	-10%	·	-6%	36%	57%*	3	70%*	0
CC1=Nn2c(nnc2-c2ccccc2)SC1	i	-1%	5%	-1%	1%	-7%	12	-5%	0	Spn PMK inh pilot replicates=0.0;MK inhibit pilot replicates=1.5;Spn DPM-DC inh pilot screen %=4.5
CC(C)NC(=O)c1ccccc1NC(=O)c1ccccc1N(C)S(C)(=O)=O	i	24%	-7%	-3%	5%	-11%	0	4%	4	Spn PMK inh pilot replicates=0.5;MK inhibit pilot replicates=0.0;Spn DPM-DC inh pilot screen %=1.5
O=C(c1cccc(-c2nnc(-c3ccccc3)o2)c1)N1CCCCC1	i	-4%	2%	0%	3%	5%	11	14%	6
COCCCNC(=O)C1CCN(c2nc(C)cc(C)n2)CC1	i	3%	·	13%	-1%	-3%	10	-5%	7
Cc1cc(N2CCCC2=O)c(N)cc1N	i	6%	12%	-5%	3%	6%	3	9%	7
Cc1ccc(S(=O)(=O)N(Cc2ccccc2)Cc2ccco2)cc1	i	9%	12%	-1%	4%	-7%	0	4%	5
COC(=O)c1ccc(C2/C(=C(\O)c3ccc(OC)c(C)c3)C(=O)C(=O)N2c2cc(C)on2)cc1 (centres undefined)	i	11%	2%	-3%	28%	25%	12	14%	0
CC(c1ccco1)N(C(=O)C12CC3CC(CC(C3)C1)C2)c1ccccn1 (centres undefined)	i	6%	1%	-5%	-1%	-2%	13	-19%	6
CN(C)CCN1C(=O)C(=O)/C(=C(/O)c2ccc(F)cc2)C1c1ccccc1F (centres undefined)	i	8%	7%	-3%	-12%	5%	10	-2%	0
O=S(NC1CCCCC1)C12CC3CC(CC(C3)C1)C2 (centres undefined)	i	0%	1%	1%	-7%	-10%	0	-11%	7
CC(=O)Nc1cccc(N2C(=O)CC(N3CCC(C(=O)N4CCCCC4)CC3)C2=O)c1 (centres undefined)	i	-12%	7%	0%	-3%	4%	3	6%	9
COCCCNC(=O)Cn1cc2c(n1)CCC(C)C2 (centres undefined)	i	16%	8%	0%	-4%	6%	14	-1%	8	Spn PMK inh pilot replicates=0.0;MK inhibit pilot replicates=0.0;Spn DPM-DC inh pilot screen %=0.0
C=CCNc1nc(N2CCCCC2)c(C#N)c2c1CN(Cc1ccccc1)CC2	i	13%	4%	4%	16%	11%	0	-2%	10

Random excerpt: 3 entries already listed
SMILES	Spn DPM-DC inh	TNAP inhibition	LYP phosphatase	Bfl-1 inhibitors	HT1080 viability	HPDE-C7 viability	Spn PMK inh	KRASV12 cytotoxicity	MK inhibit	others
Cc1ccc(C)c(NS(=O)(=O)c2c(C)ccc3nsnc23)c1	i	14%	6%	-2%	13%	0%	0	5%	14
O=C(c1cccc(-c2nnc(-c3ccccc3)o2)c1)N1CCCCC1	i	-4%	2%	0%	3%	5%	11	14%	6
Cc1ccc(Cn2c(NCCc3ccccc3)nc3c2c(=O)n(C)c(=O)n3C)cc1	i	16%	-6%	3%	1%	2%	17	8%	1	Spn PMK inh pilot replicates=1.5;MK inhibit pilot replicates=0.0;Spn DPM-DC inh pilot screen %=2.5

Going on with the list.
SMILES	Spn DPM-DC inh	TNAP inhibition	LYP phosphatase	Bfl-1 inhibitors	HT1080 viability	HPDE-C7 viability	Spn PMK inh	KRASV12 cytotoxicity	MK inhibit	others
CCOc1ccc(NC(=O)CC2CC(C)(C)OC2=O)cc1 (centres undefined)	i	9%	4%	-3%	-7%	-17%	12	-29%	12
CC(=O)Nc1nc(CC(C)C)cc2c1c(=O)oc1ccccc12	i	·	·	·	-2%	·	5	·	8
CCC(C)(C)NC(=O)C(c1ccc(F)cc1)N(Cc1ccco1)C(=O)c1snc(C(N)=O)c1N (centres undefined)	i	7%	·	-4%	3%	30%	7	28%	3
CCOC(=O)C1CCN(C(=O)CSc2cc(=O)n(C)c3ccccc23)CC1	i	7%	17%	-2%	-2%	2%	4	-2%	5
CCOC(=O)N1CCN(S(=O)(=O)c2ccc(Br)s2)CC1	i	7%	-11%	-4%	-13%	-9%	14	-2%	9	Spn PMK inh pilot replicates=3.5;MK inhibit pilot replicates=7.0;Spn DPM-DC inh pilot screen %=2.0
COc1cc(C)c(C(C)C)cc1S(=O)(=O)N1CCN(C)CC1	i	11%	10%	-5%	23%	-23%	14	-22%	5
COc1ccc(OC)c(C2=NOC(C(=O)Nc3cccc(C(C)=O)c3)C2)c1 (centres undefined)	i	17%	-8%	5%	18%	12%	8	10%	0
O=C1C2CC=CCC2C(=O)N1CC1CCCO1 (centres undefined)	i	-4%	·	-5%	0%	-5%	0	-8%	0
FC(F)(F)Oc1ccc(Nc2nc3ccccc3o2)cc1	i	11%	1%	-3%	7%	-5%	13	-6%	4
CCN1C(=O)C(O)(CC(=O)c2ccc(-n3cccc3)cc2)c2ccccc21 (centres undefined)	i	10%	11%	-6%	-35%	·	0	·	0
C=CCN(CC=C)C(=O)Cc1ccc(F)cc1	i	10%	8%	-2%	-1%	-1%	4	-1%	4
COC(=O)c1cccc(S(=O)(=O)N2CCC(NC(=O)NC34CC5CC(CC(C5)C3)C4)CC2)c1	i	9%	19%	-2%	-11%	7%	10	9%	5
COc1cccc(-c2ccc(-c3noc(-c4ccccc4F)n3)c(OC)n2)c1	·	7%	10%	0%	-6%	-2%	0	-3%	0
C=C(C)CN(CC)C(=O)CSc1nc2ncc(Cl)cc2[nH]1	i	8%	-3%	8%	-7%	0%	12	1%	0
Cc1nnc(NC(=O)C2CCN(c3cnccn3)CC2)s1	i	7%	·	6%	33%	-6%	14	-13%	1
CCOC(=O)c1ccc2[nH]cc(C(C)=O)c(=O)c2c1	i	6%	·	-7%	-3%	-1%	0	-5%	2
COc1ccc(NC(=O)Cn2nnc(C(N)=O)c2N)c(OC)c1	i	3%	9%	-2%	-4%	-12%	13	-14%	0
CC(C)C(c1nnnn1C1CCCC1)N1CCN(C(=O)c2ccco2)CC1 (centres undefined)	i	3%	·	-2%	-8%	-16%	10	-12%	6	Spn PMK inh pilot replicates=1.5;MK inhibit pilot replicates=1.5;Spn DPM-DC inh pilot screen %=0.0
COc1ccccc1-n1c(CNC(=O)c2ccccc2)nnc1SCC(=O)Nc1nnc(C)s1	i	-4%	·	-1%	-1%	4%	7	-3%	9
CCC(C)NS(=O)(=O)c1cccs1 (centres undefined)	i	8%	16%	-8%	7%	-4%	10	-6%	10
O=C(NC1CCC(NC(=O)C(F)(F)C(F)F)CC1)C(F)(F)C(F)F (centres undefined)	i	4%	14%	19%	2%	3%	2	6%	0
O=C(C1CCN(S(=O)(=O)c2cccs2)CC1)N1CCCCCC1	i	7%	-2%	4%	·	-9%	0	-5%	2
Cc1cccc(C)c1NC(=O)CSCCO	i	7%	5%	-2%	-2%	4%	13	14%	8
CCCc1cc(=O)n2[nH]c(CCc3ccccc3)nc2n1	i	14%	·	-9%	8%	-23%	7	-10%	17
O=c1[nH]c(=O)n(CCO)c2nnn(Cc3ccccc3)c12	i	6%	-4%	4%	-10%	3%	9	8%	13
CCN(CC)C(=O)C1CCN(Cc2ccc(Br)cc2)CC1	i	-13%	8%	12%	0%	-19%	6	-16%	0
COc1cc(OC)c(C2C(C(=O)Nc3ccccc3)=C(C)Nc3ncnn32)cc1OC (centres undefined)	i	10%	·	-5%	30%	-8%	14	-9%	2
CC1CCN(Cc2nc3c(c(=O)n(C)c(=O)n3C)n2CCc2ccccc2)CC1	i	·	3%	·	-3%	·	15	·	12
COC(=O)c1c(NC(=O)C2CC2)sc2c1CCN(C(C)=O)C2	i	6%	7%	-1%	-1%	2%	2	4%	6
CCN(CC)CCCN1C(=O)c2oc3ccccc3c(=O)c2C1c1cccnc1 (centres undefined)	i	1%	-6%	6%	0%	-16%	6	-14%	0
COc1ccc2c(c1)c(C(=O)N1CCN(C)CC1)c(C)n2-c1ccccc1	i	35%	·	-2%	8%	-4%	9	-7%	0
COc1ccccc1CNC(=O)c1ccc(CNc2c(N3CCCC3)c(=O)c2=O)cc1	i	12%	6%	-1%	12%	-6%	13	4%	8
CC1(C)[N+]([O-])=C2C(=[N+]([O-])C1(C)C)c1ccccc1/C2=N\O	i	14%	-2%	-14%	4%	1%	0	-8%	10
COc1ccc2[nH]cc(C(=O)CN3CCN(C/C=C/c4ccccc4)CC3)c2c1	i	8%	14%	0%	5%	34%	6	24%	6
O=C(NCCCN1CCCCC1)c1ccc2c(c1)NC(=O)C(N1CCCCC1)S2 (centres undefined)	i	8%	7%	1%	1%	2%	10	2%	6
CCN1CCN(C(c2cc(OC)c(OC)c(OC)c2)c2nnnn2C(C)C)CC1 (centres undefined)	i	19%	9%	-1%	-18%	9%	12	6%	9
COC1(OC)N=C(N)C2(C#N)C(c3ccc(C)cc3)C12C#N (centres undefined)	i	8%	-7%	-9%	4%	-2%	11	9%	2
COc1cccc(NC(=O)CSc2ccccn2)c1	i	4%	·	-6%	3%	·	5	·	4
O=C(O)CC(SCc1ccc(C(=O)O)o1)C(=O)O (centres undefined)	i	3%	8%	1%	2%	-13%	2	-29%	1
COc1ccc(C(=O)n2c(-c3ccco3)nc3ccccc32)cc1	i	12%	·	-1%	56%*	66%*	4	58%*	12
Cc1nc2[nH]c(=O)c3c(n2n1)NC1=C(C(=O)CC(C)(C)C1)C3c1ccccc1 (centres undefined)	·	13%	·	2%	6%	2%	0	-3%	0
CCOC(=O)CC(=O)CSc1nnc2c(n1)[nH]c1ccccc12	i	20%	·	-3%	·	-5%	34*	2%	0
Cc1nc(CNS(=O)(=O)c2cc(F)ccc2F)cs1	i	·	12%	·	-1%	·	14	·	6
